Assay outcomes deposited in PubChem by Sanford-Burnham Center for Chemical Genomics.
Hep lipid drop – hepatic lipid droplet formation modulation; 0.4% of 240,000 active; inhibition, % at 6.5 µM; AML12 mouse hepatocytes, oleate lipid droplets, BODIPY imaging;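 active means lipid droplet intensity inhibited by at least 50%, with more than 500 cells counted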
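Material – AML12 mouse liver cells · Also added – oleate loading, 100 µM · Compound dosing – 6.5 µM single-point dosing · Times – overnight treatment with compound plus oleate · Measured by – fluorescence imaging, 20x objective, two fields per well · Read-out – percent inhibition of filter-corrected integrated lipid droplet intensity per well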
NOD2 inhibition – NOD2 signaling inhibitors, cell-based, luminescence, uHTS, HEK293 (AID 1566); 0.63% of 290,000 active; inhibition, % at 4 µM; hits with a dose series show EC50 in µM; HEK293 NOD2/NF-kB luciferase reporter, luminescence; higher % means a stronger effect; in the data active means inhibition above about 50%; further: many of its hits are not listed in these tables
Hep lipid drop cells 6.5 µM – further read-out of Hep lipid drop, marked with its call; cell count; measured here: cell count, cytotoxicity flag;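 cells counted across two imaged fields per well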
Starred values were filed as active, the others as inactive. The list is partial (hit frequency here may not be typical).

(1) O=C1N=C(N2C=CC(=C3C=CNC=C3)C=C2)/C(=C/N=NC(=O)c2ccccc2)S1
(2) CC(Cc1ccco1)NC(=O)c1cccc(S(=O)(=O)N(C)C)c1 (configuration not stated)
(3) COc1ccc(-c2c(C)nn3c(C)cc(C)nc23)cc1
(4) Cc1cc(OCC(=O)Nc2cccnc2)c2c(C)cc(=O)oc2c1
(5) CC1CCCCN1S(=O)(=O)c1ccc(C(=O)N2CCOCC2)cc1 (configuration not stated)
(6) Oc1ccc(/C=N/n2c(COc3ccccc3)n[nH]c2=S)cc1O
(7) COc1cc(Br)cc(Br)c1OCC(=O)N/N=C/c1c(C)n(C)n(-c2ccccc2)c1=O
(8) CN(Cc1nccs1)C(=O)C1CCC(=O)N(CCc2ccc(Cl)cc2)C1 (configuration not stated)

compound no.	1	2	3	4	5	6	7	8
Hep lipid drop	3	-44	0	-14	-18	-5	8	-1
Hep lipid drop cells 6.5 µM	821	790	802	680	800	817	678	726
NOD2 inhibition	-6%	-37%	8%	2%	-3%	7%	4%	0%

(9) Cc1ccccc1Cn1c2ccccc2c2cnn(CC(=O)NCCCN3CCN(C)CC3)c(=O)c21
(10) CCc1nnc(NC(=O)c2nc(Cl)ccc2Cl)s1
(11) O=C(NC(=S)NNC(=O)c1ccccc1[N+](=O)[O-])c1ccc(Br)cc1
(12) COc1ccc(OC)c(C(=O)/C=C/c2cccnc2)c1
(13) Cc1ccc(S(=O)(=O)N/N=C\c2cn(CC(N)=O)c3ccccc23)cc1C
(14) O=C(NCc1ccco1)/C(=C/c1ccc(Cl)cc1)NC(=O)c1ccco1
(15) CCOc1ccc(NS(=O)(=O)c2ccc(NS(=O)(=O)c3cccs3)cc2)cc1
(16) CC1CCCCC1NC(=O)CSc1nnc(COc2ccc(Cl)cc2)o1 (configuration not stated)

compound no.	9	10	11	12	13	14	15	16
Hep lipid drop	-19	12	-1	-6	1	-48	-3	13
Hep lipid drop cells 6.5 µM	678	704	797	759	846	752	844	753
NOD2 inhibition	22%	8%	10%	-26%	16%	15%	11%	3%

(17) O=C(NCc1nnc2c(C(F)(F)F)cc(Cl)cn12)c1ccc(Br)o1
(18) CCn1cc(C(=O)NCCc2ccccc2C)c(=O)c2ccc(C)nc21
(19) O=C1CSC(c2cccc([N+](=O)[O-])c2)N1Cc1ccccc1 (configuration not stated)
(20) CC(=O)NC(c1ccccc1)c1cc(Cl)c2cccnc2c1O (configuration not stated)
(21) O=C(CCc1ccc(F)c(F)c1)NC1CCCN(Cc2ccc(Cl)cc2)C1 (configuration not stated)
(22) COCC(=O)N(Cc1cc2cc(C)ccc2[nH]c1=O)c1cccc(C)c1C
(23) CCOC(=O)C1(Cc2cccc(OC)c2)CCCN(C(=O)CCSC)C1 (configuration not stated)
(24) Cc1ccc(CS(=O)Cc2ccc(C(=O)NC3CCCC(C)C3C)o2)cc1 (configuration not stated)

compound no.	17	18	19	20	21	22	23	24
Hep lipid drop	4	1	-11	-18	-25	3	-1	-25
Hep lipid drop cells 6.5 µM	699	804	811	766	816	809	858	784
NOD2 inhibition	14%	26%	-13%	31%	-38%	13%	-6%	19%

(25) COc1cc(OC)c(OC)cc1CNc1nnnn1C
(26) CCNc1nc(SCC(=O)Nc2ccc(Cl)c(Cl)c2)nc(N2CCOCC2)n1
(27) COc1ccc(N2CCN(C(=O)c3ccc(CS(=O)c4cccc(C)c4)o3)CC2)cc1 (configuration not stated)
(28) CCc1nc(SCc2ccc(OC)c(Br)c2)n[nH]1
(29) COc1ccc(CNC(=O)CSc2nc3ccccc3n2C(C)=O)cc1
(30) O=C(COc1ccc(F)c(Cl)c1)N1CCN(c2ccccn2)CC1
(31) CC(NC(=O)c1ccc2c(c1)OCO2)c1ccccc1 (configuration not stated)
(32) CC(Sc1ncnc2sc(-c3ccccc3)cc12)C(N)=O (configuration not stated)

compound no.	25	26	27	28	29	30	31	32
Hep lipid drop	2	-40	-13	-20	4	-2	1	-5
Hep lipid drop cells 6.5 µM	779	588	672	442	791	676	774	640
NOD2 inhibition	8%	21%	4%	8%	3%	9%	-12%	-11%

Given with values under each structure: part of the list above
Results follow in this order: Hep lipid drop, Hep lipid drop cells 6.5 µM, NOD2 inhibition
31) CC(NC(=O)c1ccc2c(c1)OCO2)c1ccccc1 (configuration not stated)
  1, 774, -12%
30) O=C(COc1ccc(F)c(Cl)c1)N1CCN(c2ccccn2)CC1
  -2, 676, 9%
28) CCc1nc(SCc2ccc(OC)c(Br)c2)n[nH]1
  -20, 442, 8%
32) CC(Sc1ncnc2sc(-c3ccccc3)cc12)C(N)=O (configuration not stated)
  -5, 640, -11%
26) CCNc1nc(SCC(=O)Nc2ccc(Cl)c(Cl)c2)nc(N2CCOCC2)n1
  -40, 588, 21%
27) COc1ccc(N2CCN(C(=O)c3ccc(CS(=O)c4cccc(C)c4)o3)CC2)cc1 (configuration not stated)
  -13, 672, 4%

The list goes on.
(33) O=C1OCC(c2ccc(Cl)s2)=C1c1ccccc1[N+](=O)[O-]
(34) CC(Oc1cc2oc(=O)c3c(c2cc1Cl)CCC3)C(=O)NCC1CCC(C(=O)O)CC1 (configuration not stated)
(35) O=C(Cc1ccc(F)cc1)Nc1c(C(=O)N2CCN(c3ncccn3)CC2)oc2ccccc12
(36) O=C(NN1CCOCC1)c1ccc(Cl)cc1[N+](=O)[O-]
(37) COc1cccc(CN2C(=O)c3ccccc3S2(=O)=O)c1
(38) CC1CCN(c2ccc(-c3cccs3)nn2)CC1
(39) CC(NC(=O)c1cccc(S(=O)(=O)N(C)C)c1)C1CC2CCC1C2 (configuration not stated)
(40) COc1ccc(NC(=O)CN(C)C(=O)CCc2c[nH]c3ccccc23)cc1

compound no.	33	34	35	36	37	38	39	40
Hep lipid drop	-1	-16	-5	-2	6	-7	-2	-11
Hep lipid drop cells 6.5 µM	840	759	787	827	791	815	749	806
NOD2 inhibition	0%	-2%	6%	16%	5%	20%	-2%	1%

(41) Cc1ccccc1CN1CCC(C(=O)Nc2ccc(Oc3cccnc3)cc2)CC1
(42) COc1ccccc1CC(=O)N(Cc1ccccc1)c1cccc(C)c1
(43) O=C(CN1C(=O)c2ccccc2S1(=O)=O)NCCSCc1cccc(Cl)c1
(44) Cc1cccc(/C=C/c2onc(C)c2S(=O)(=O)N2CCC(C(=O)NC(C)(C)C)CC2)c1
(45) Cc1ccc2c(C(=O)CN3CC(C)CC(C)C3)c(C)[nH]c2c1 (configuration not stated)
(46) CC(=O)Nc1ccc(C(=O)NCCCSc2ccccc2)cc1
(47) CCc1cc2c(Nc3ccc(O)cc3)nc(C)nc2s1
(48) COc1ccc(COCC(O)CN2CCCC(C(F)(F)F)C2)cc1 (configuration not stated)

compound no.	41	42	43	44	45	46	47	48
Hep lipid drop	4	-29	-9	6	-5	21	-7	-4
Hep lipid drop cells 6.5 µM	680	802	806	815	800	702	775	749
NOD2 inhibition	33%	-24%	9%	-1%	5%	7%	8%	-35%

(49) Cc1cc(-c2ccc(S(=O)(=O)N(C)c3ccc(C)c(C)c3)s2)on1
(50) CC(C)C(NS(=O)(=O)c1ccccc1)C(=O)N1CCN(C(=O)c2ccco2)CC1 (configuration not stated)
(51) O=C(NCCCn1ccnc1)c1cc2c(s1)CCCC2
(52) CCN(Cc1ccccc1)C(=O)CCS(=O)(=O)c1ccc2c(c1)oc(=O)n2C
(53) Cc1ccc(NC(=O)C2Oc3ccccc3OC2C)cc1 (configuration not stated)
(54) COc1ccc(N2CCN(C(=O)c3ccc4c(c3)NC(=O)C(CSCc3ccc(C)cc3)N4)CC2)cc1 (configuration not stated)
(55) O=C(OCC(=O)N1CCCC1)c1c(Cl)cccc1Cl
(56) CC(C)(O)C#Cc1ccc(CN2CCCC(CNC(=O)c3ccco3)C2)cc1 (configuration not stated)

compound no.	49	50	51	52	53	54	55	56
Hep lipid drop	-40	-29	43	-5	-10	8	0	4
Hep lipid drop cells 6.5 µM	708	695	715	679	800	769	812	743
NOD2 inhibition	22%	3%	0%	19%	3%	-1%	7%	2%

(57) CC(C)NC(=O)CSc1ncccc1-c1nc2ccccc2[nH]1
(58) COc1ccc(OCC(=O)N/N=C/C(C)=C/c2ccco2)c(Br)c1
(59) N#C/C(=C\c1ccccn1)c1ccccn1
(60) COc1ccc(OC)c(CN2CCN(Cc3cc(OC)c(OC)c(OC)c3)CC2)c1
(61) CCOc1ccc(N(CC(=O)NCc2cccnc2)S(=O)(=O)c2ccc(F)cc2)cc1
(62) O=C(NNC(=O)c1ccccc1F)c1ccc2[nH]c(=O)c(=O)[nH]c2c1
(63) O=C(COC(=O)c1cccc(S(=O)(=O)N2CCOCC2)c1)NCCc1ccccc1
(64) Clc1ccccc1OCCCCN1CCCCC1

compound no.	57	58	59	60	61	62	63	64
Hep lipid drop	-1	0	-7	-10	-8	11	11	-1
Hep lipid drop cells 6.5 µM	798	851	835	820	660	711	805	817
NOD2 inhibition	8%	-19%	12%	-1%	4%	-2%	-2%	3%

(65) COc1ccc(OC)c(N(C)S(=O)(=O)c2ccc3c(c2)N(C(C)=O)CCO3)c1
(66) COC(=O)c1ccc2[nH]c([C@H](C)O)c([C@H](C)O)c2c1
(67) Cc1c(OCC(=O)NC(Cc2ccc(Cl)cc2)C(=O)O)ccc2c3c(c(=O)oc12)CCCC3 (configuration not stated)
(68) COc1ccc(/C=C2\SC(=S)N(CCC(=O)Nc3ccc(O)cc3)C2=O)cc1
(69) CC(CNC(=O)C1CCCN(S(=O)(=O)N2CCOCC2)C1)c1ccccc1 (configuration not stated)
(70) CCN(CC)S(=O)(=O)c1cccc(C(=O)OC2CCOC2=O)c1 (configuration not stated)
(71) CC(C)c1ccc(NC2CCCN(C(=O)CCN3CCCCO3)C2)cc1 (configuration not stated)
(72) COc1ccc(-c2noc(CN(C)Cc3ccccc3)n2)cc1

compound no.	65	66	67	68	69	70	71	72
Hep lipid drop	5	-5	-2	0	-15	-3	-21	-7
Hep lipid drop cells 6.5 µM	725	843	788	845	612	735	689	800
NOD2 inhibition	10%	15%	7%	-9%	-8%	-8%	4%	16%

(73) C=CCn1c(CNS(=O)(=O)c2ccc(Br)cc2)n[nH]c1=S
(74) COc1ccc(NC(=O)CCn2c(=O)c3cccn3c3ccccc32)c(OC)c1
(75) COc1cc(NC(=O)CSCc2ccc(Cl)cc2Cl)c(C(=O)O)cc1OC
(76) COc1ccccc1CCN=C(N)NS(=O)(=O)c1ccccc1F
(77) CCOC(=O)C1C(=O)C=C(C)C(C(=O)OCC)C1c1cccc([N+](=O)[O-])c1 (configuration not stated)
(78) Nc1ncc(Br)cc1S(=O)(=O)NCCC(=O)NC1CCCCC1
(79) Cc1ccc(CNC(=O)CCNC(=O)N2CCn3c2nc2ccccc23)cc1
(80) CC(C)(Cc1cc(CC(C)(C)C(=O)O)cc(C(C)(C)C)c1)C(=O)O

compound no.	73	74	75	76	77	78	79	80
Hep lipid drop	2	-7	-8	-4	-12	-13	14	13
Hep lipid drop cells 6.5 µM	838	738	761	694	814	700	757	830
NOD2 inhibition	15%	38%	5%	10%	8%	-1%	7%	2%

(81) O=C(NC1CCCC1)c1cc(-c2ccccc2Cl)on1
(82) CCn1c(=O)c2ccccc2n(CC(=O)NCCC2=CCCCC2)c1=O
(83) O=C(NCc1ccccc1)C1CCN(S(=O)(=O)c2ccc(N3CCCC3=O)cc2)CC1
(84) COCCOC(=O)c1c(NC(=O)COC(=O)Cc2cccc(OC)c2)sc(C(N)=O)c1C
(85) COc1ccc(CCC(C)NCc2cc(OC)cc(OC)c2)cc1 (configuration not stated)
(86) Cc1cc(Br)ccc1NC(=O)C1CCN(S(=O)(=O)c2cnc[nH]2)CC1
(87) Cc1[nH]c(=O)[nH]c(=O)c1S(=O)(=O)Nc1cccc([N+](=O)[O-])c1C
(88) CCOC(=O)N1CCN(C(=O)CC(C)S(=O)(=O)c2cc3c(cc2C)NC(=O)CO3)CC1 (configuration not stated)
(89) O=S(=O)(c1ccccc1)N1CCN=C1SCc1c(F)cccc1Cl
(90) COc1ccc(NS(=O)(=O)c2cccc(C(=O)NCC(c3ccc(F)cc3)N3CCOCC3)c2)cc1 (configuration not stated)

compound no.	81	82	83	84	85	86	87	88	89	90
Hep lipid drop	-9	9	5	0	-8	-6	6	-30	-1	-46
Hep lipid drop cells 6.5 µM	804	727	632	767	858	739	835	618	837	746
NOD2 inhibition	-101%	6%	25%	10%	-1%	9%	5%	17%	12%	-2%
